Screens from PubChem BioAssay.
KLK7 zymogen act: proKLK7 (human) activation, primary screen; activation, % at 7 µM; purified proKLK7, EDANS-DABCYL substrate fluorescence; 100% is mature enzyme control, 0% vehicle; AID 652039; 0.9% of 370,000 active; P49862;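 active = activation above the mean of all tested compounds plus 3 SD, computed per campaign excluding outliers beyond control limits, cut at about 13% in these data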
Target sequence (P49862 whole entry, looked up): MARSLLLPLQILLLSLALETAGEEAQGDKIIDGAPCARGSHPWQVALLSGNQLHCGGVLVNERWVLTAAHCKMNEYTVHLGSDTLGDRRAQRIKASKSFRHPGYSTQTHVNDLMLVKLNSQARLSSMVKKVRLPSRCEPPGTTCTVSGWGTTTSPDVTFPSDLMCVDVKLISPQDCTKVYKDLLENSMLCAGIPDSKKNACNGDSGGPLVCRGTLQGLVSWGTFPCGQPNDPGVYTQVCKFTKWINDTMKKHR
GAA850 FXN act: activators of GAA850 frataxin (FXN) promoter; HEK293 lucGAA850 FXN promoter luciferase reporter, 24 h; percent of 10 µM SAHA response; 0.56% of 360,000 active; AID 540364; activation, % at 6 µM;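 active = activation above the average of all compounds screened plus 3 SD, cutoff fixed separately per campaign, cut at about 7.5% in these data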;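 note: 0% = DMSO wells and 100% = 10 µM SAHA wells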
sPLA2-III inh: Inhibits HGIII-sPLA2 liposome hydrolysis, primary screen | inhibition, % at 12.2 µM | Q9NZ20 | QFRET BODIPY PC-A2 liposome hydrolysis, fluorescence | 0.56% of 370,000 active;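 active = inhibition above mean plus 3 SD of compounds lying within the high and low control bounds, cut at about 19% in these data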;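 note: 0% = median of test compound wells and 100% = no enzyme DMSO wells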
ARFGAP1 inh: inhibitors of rat ARFGAP1 | Q62848 | 0.26% of 360,000 active | inhibition, % at 16.5 µM | Arfgap1-stimulated ARF1 GTP hydrolysis, GDP FP detection | AID 651572;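 active = inhibition above a per-plate limit, mean inhibition of low control wells plus 3 SD, cut at about 25% in these data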;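 note: 0% = DMSO wells with enzyme and 100% = wells lacking Arfgap1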
Target sequence (Q62848 1-136 limits assumed): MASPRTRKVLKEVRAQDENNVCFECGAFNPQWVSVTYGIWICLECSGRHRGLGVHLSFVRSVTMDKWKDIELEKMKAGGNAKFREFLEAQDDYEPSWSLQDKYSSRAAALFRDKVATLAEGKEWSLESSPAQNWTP
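Material: rat Arfgap1 GAP domain (His6, aa 1-136), purified enzyme. Also added: human ARF1(Δ1-17)-GTP substrate. Compound dosing: 16.5 µM single point, 1.26% DMSO. Timing: enzyme reaction 120 min at 25 °C after 20 min preincubation. Signal: GDP detection by fluorescence polarization. Read-out basis: percent inhibition of GAP-stimulated GDP formation, scaled between DMSO and no-Arfgap1 medians.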
ASAP1 inh: inhibitors of human ASAP1 ArfGAP activity; ASAP1-stimulated ARF1 GTP hydrolysis, GDP FP detection; inhibition, % at 16.5 µM; Q9ULH1; 0.19% of 360,000 active; in the data active = inhibition above about 25%;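 note: 0% = vehicle with enzyme and substrate and 100% = no enzyme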
NPR2 activator: GC-B (human) receptor activation | activation, % at 10 µM | HEK293-GC-B cells, CNP EC30, cGMP TR-FRET; 0% at EC30 CNP, 100% saturating CNP | AID 1920062 | 0.11% of 370,000 active | P20594;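 active = activation at 10 µM reaching about 35% in either raw or pattern-adjusted values, limit read from the data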
GC-A act: GC-A (human) enzyme activation | P16066 | HEK293 GC-A cells, cGMP TR-FRET, EC30 ANP; 0% at EC30 ANP, 100% saturating ANP | activation, % at 10 µM | 0.14% of 370,000 active | AID 1671463; in the data active = activation above about 40%
ADAM10 inh: inhibits human ADAM10; O14672; recombinant ADAM10, EDANS/DABCYL FRET peptide cleavage, 3 h; inhibition, % at 7 µM; 0.62% of 370,000 active;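 active = inhibition above a per-campaign cutoff equal to the mean of compounds falling between control-based bounds plus 3 SD, cut at about 20% in these data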;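 note: 0% = DMSO wells while the 100% control is not disclosed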
rCAG RNA binder: r(CAG) repeat RNA binding | TO-PRO-1 dye displacement fluorescence | inhibition, % at 3 µM | 1.3% of 370,000 active;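 active = inhibition above the plate cutoff, the mean of all test compounds on that plate plus 3 SD, cut at about 35% in these data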;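 note: 0% = DMSO alone and 100% = 100 µM mitoxantrone as full dye displacement; higher means more dye released from RNA so lower well fluorescence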
DDE Tn6 FP inh: disrupts Tn6 cyclic peptide binding to fibrin D-Dimer-E complex | Fibrin DD(E) TRITC-Tn6 fluorescence polarization displacement | inhibition, % at 8.3 µM | 0.21% of 370,000 active;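 active = inhibition above a per-campaign cutoff: mean of compounds within control limits plus 3 SD, cut at about 15% in these data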;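 note: 0% = median of all compound wells on the plate and 100% = blocking peptide control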
Target sequence (P02675 whole entry, looked up): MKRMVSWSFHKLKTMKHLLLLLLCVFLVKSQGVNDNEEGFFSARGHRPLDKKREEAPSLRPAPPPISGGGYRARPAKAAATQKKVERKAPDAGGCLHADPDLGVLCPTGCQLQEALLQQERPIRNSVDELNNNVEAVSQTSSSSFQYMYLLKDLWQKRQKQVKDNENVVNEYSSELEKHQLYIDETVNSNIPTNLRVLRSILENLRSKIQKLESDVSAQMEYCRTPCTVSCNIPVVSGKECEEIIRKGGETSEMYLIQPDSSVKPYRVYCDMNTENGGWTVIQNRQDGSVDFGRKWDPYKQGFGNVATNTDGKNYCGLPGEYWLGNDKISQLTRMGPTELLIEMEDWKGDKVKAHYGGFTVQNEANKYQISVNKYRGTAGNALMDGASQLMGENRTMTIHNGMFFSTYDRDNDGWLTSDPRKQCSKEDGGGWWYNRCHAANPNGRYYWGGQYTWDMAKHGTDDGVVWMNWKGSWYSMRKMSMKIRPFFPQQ
* hit, by the source's call; x = no result given; & = joins results of further samples.

SMILES	KLK7 zymogen act	GAA850 FXN act	sPLA2-III inh	ARFGAP1 inh	ASAP1 inh	NPR2 activator	GC-A act	ADAM10 inh	rCAG RNA binder	DDE Tn6 FP inh
Cc1cccc(NS(=O)(=O)c2ccc3c(c2)CCC(=O)N3)c1	-0.8&0.0	-0.5&0.8	8&-5	-17&2	3&-2	-11&-12	-17&-17	-1&-3	2&-1	-2&3
C/C=C\C=C\C(=O)N1CC2(CC(c3cccc(NC(=O)CC)c3)=NO2)C[C@H]1C(N)=O (stereo not given in full)	-0.5	-1.4	-2	-1	7	6	1	2	9	6
COc1ccc(S(=O)(=O)NCCOc2ccccc2)cc1OC	-0.3	1.0	2	9	15	-3	3	5	-1	-2
COc1ccc(CNC(=S)Nc2ccc(F)c(Cl)c2)cc1	-0.1	-1.3	-21	6	-1	2	3	7	3	-3
CC1(C)CC(=O)C=C(NNC(=O)c2ccccc2O)C1	-7.6	4.4	-6	1	-11	-1	3	-49	-5	-4
N#Cc1ccc(C(=O)Nc2cccc(NC(=O)c3ccco3)c2)c(F)c1	0.7	-1.2	-5	-12	9	3	-4	-1	0	11
CCCc1cc(=O)oc2cc(OCC(=O)Nc3cc(C)on3)ccc12	-2.2	1.3	6	4	-3	-5	-5	-87	-2	-1
Cc1ccc(/C=C/C(=O)N2CCN(S(=O)(=O)/C=C/c3ccccc3)CC2)o1	0.1	1.3	-12	0	4	-7	-5	7	1	-3
O=c1c(-c2cccnc2)nc2ccccc2n1C(CCc1ccccc1)c1nc2ccccc2[nH]1 (stereo not given)	-3.5	x	4	10	11	-12	-8	-34	8	-7
CC(Oc1ccccc1)C(=O)N=C1SC2CS(=O)(=O)CC2N1Cc1ccccc1 (stereo not given)	0.8	-1.5	-6	4	3	-5	-2	5	-1	-1
CCCCn1c(=S)[nH]c2ccccc2c1=O	-0.2	0.0	25*	14	7	-1	1	4	-1	4
CCN(c1ccccc1)S(=O)(=O)c1ccc(Cl)c(NC(=O)COC(=O)c2ccc[nH]c2=O)c1	0.2	1.6	-3	-1	12	-7	3	-7	13	-1
C=CCN1[C@@H](Cc2ccccc2)COc2cc(N3CCSCC3)ccc2S1(=O)=O	0.2	x	12	5	8	5	3	-10	6	5
CCCCCC(=O)Nc1cccc(C2=NOC3(C2)C[C@@H](C(N)=O)N(C(=O)c2cc([N+](=O)[O-])cc([N+](=O)[O-])c2)C3)c1 (stereo not given in full)	-0.3	-1.0	-18	2	-3	-3	2	8	11	-4
COCCN(CC(=O)NCc1ccc(F)cc1)C(=O)CCC(=O)Nc1nccs1	0.9	2.5	4	-8	-3	5	2	2	-7	0
COc1ccc(-c2nnc(SCC(=O)NC3CCCC3)n2C)cc1	0.0	-1.0	0	10	0	0	2	0	-3	-1
O=C(CN1C(=O)NC2(CCCCCC2)C1=O)Nc1ccc(OC(F)(F)F)cc1	0.2	2.3	0	3	16	8	4	7	0	-5
CC(OC(=O)c1cc(S(=O)(=O)Nc2ccc(F)cc2)ccc1Cl)C(=O)Nc1ccc2c(c1)OCCO2 (stereo not given)	0.0	-0.4	-35	13	10	-1	1	12	21	-6
COc1cc(/C=C/c2sc3ccccc3[n+]2CCCS(=O)(=O)[O-])ccc1O	2.4	0.7	-1	-5	9	-12	-22	5	-46	-26
C=C(C)CN1CCN(c2ccc(N3C(=O)CCCC3=O)cc2[N+](=O)[O-])CC1	-0.7	-2.6	0	-3	-13	9	1	2	-4	4
CSc1ccc(CN2CCN(C(=O)CC(C)C)CC2)cc1	0.8	1.8	13	12	10	-1	4	5	-7	1
Cc1c(NS(=O)(=O)c2ccc3c(c2)n(C)c(=O)n3C)c(=O)n(-c2ccccc2)n1C	-0.1	1.5	-4	5	-5	-12	7	-9	0	-3
COc1cc(Br)cc2cc(C(=O)N3CCN(C(=O)c4ccco4)CC3)c(=O)oc12	0.6	-2.5	6	7	-5	0	-2	6	0	-5
O=C(O)C1CCCN1c1ncnc2ccccc12 (stereo not given)	-0.1	-1.3	2	-2	-4	9	2	4	1	-8
COc1cccc(C(=O)NCC2CCN(c3ccc(S(=O)(=O)N4CCOCC4)cc3)CC2)c1	0.6	-0.1	-5	-10	-8	10	4	13	0	-6
CCOC(=O)c1cccc2c1-c1ccccc1/C2=N/O	0.2	-3.0	-26	19	0	-8	0	19	18	-3
CC(=O)c1cccc(-c2ccnc3c2CC(C(=O)Nc2cccc(N(C)C)c2)O3)c1 (stereo not given)	0.7	-4.5	4	-1	-7	6	6	-3	7	-6
O=C(COc1ncnc2ccc(Br)cc12)N1CCOCC1	0.4	2.1	2	-12	1	4	4	-8	0	2
COc1ccc(C)cc1S(=O)(=O)Nc1cccnc1	-0.9	3.0	1	-2	-8	-2	0	-2	-1	4
Cc1cccc(C)c1NC(=O)CN1CCc2ccccc2C1	0.1	1.0	5	14	10	0	4	1	-10	-1
Cc1ccccc1Nc1nc(N)nc(CSc2nnc3ccccn23)n1	-0.2	4.4	3	3	-12	2	4	1	-2	1
Clc1ccc(C2Nc3cccc4cccc(c34)N2)cc1Cl	-0.2	0.8	5	11	15	3	-29	-12	9	2
CC(OC(=O)CNS(=O)(=O)c1ccc2ccccc2c1)C(=O)N(C)c1ccccc1 (stereo not given)	-0.2	-1.7	-20	-2	-6	-10	-6	9	-5	-3
Cc1cccc(NC(=O)c2nc[nH]c2C(=O)N2CCc3ccccc3C2)c1	0.0	0.1	-5	-2	9	-2	-1	10	0	-2
CCCn1c(N)c(N(CCOC)C(=O)c2ccc(-c3ccc(Cl)cc3)o2)c(=O)[nH]c1=O	-0.1	0.1	6	9	1	-3	-1	-18	2	5
CC(/C=C/c1ccccc1)=N\Nc1ccccc1[N+](=O)[O-]	0.2	0.4	1	7	1	2	-3	-1	-1	8
CC(=O)N1CCc2cc(S(=O)(=O)CCC(=O)N(C)c3cc(C)ccc3C)ccc21	-0.4	-0.6	2	-9	9	8	0	-7	-1	-5
COc1cc(C(=O)OCC(=O)N(C)C)cc(NC(=O)c2ccco2)c1OC	-0.7	-0.1	-3	4	-2	4	2	-5	-4	-11
c1ccc(C[C@H]2CNCCN2CCCCC2CCCCC2)cc1	-0.1	3.9	17	-6	-3	-7	2	-1	5	1
CN(Cc1ccc(Cl)c(Cl)c1)C(=O)C1CC(=O)N(c2ccc3c(c2)OCCO3)C1 (stereo not given)	-0.3	-0.6	11	-13	7	-3	2	-3	1	1
COc1ccc(N2C(=O)c3ccccc3NC(=O)C2C(=O)NCC(C)C)cc1 (stereo not given)	-0.5	x	7	0	8	4	-1	-11	1	9
O=C(OCC(=O)N1CCCCCC1)c1ccccc1Br	-0.5	4.2	0	4	-10	-3	4	-4	0	5
O=C(Nc1cccc(C(F)(F)F)c1)N1CCC(c2nc(-c3ccc(F)cc3)no2)CC1	0.4	-0.6	-14	-3	13	-6	6	21*	0	3
COC(=O)c1ccc(Cn2nc(-c3cc(C)ccc3C)ccc2=O)cc1	0.6	0.4	1	12	-2	-1	2	8	-8	-6
CCOc1ccc2nc(SCC(=O)NCc3ccc(OC)c(OC)c3)[nH]c2c1	0.4	0.0	-3	-4	-7	-2	2	0	1	-5

Four consecutive records already listed:
SMILES	KLK7 zymogen act	GAA850 FXN act	sPLA2-III inh	ARFGAP1 inh	ASAP1 inh	NPR2 activator	GC-A act	ADAM10 inh	rCAG RNA binder	DDE Tn6 FP inh
Cc1ccccc1Nc1nc(N)nc(CSc2nnc3ccccn23)n1	-0.2	4.4	3	3	-12	2	4	1	-2	1
Clc1ccc(C2Nc3cccc4cccc(c34)N2)cc1Cl	-0.2	0.8	5	11	15	3	-29	-12	9	2
CC(OC(=O)CNS(=O)(=O)c1ccc2ccccc2c1)C(=O)N(C)c1ccccc1 (stereo not given)	-0.2	-1.7	-20	-2	-6	-10	-6	9	-5	-3
Cc1cccc(NC(=O)c2nc[nH]c2C(=O)N2CCc3ccccc3C2)c1	0.0	0.1	-5	-2	9	-2	-1	10	0	-2

New compounds follow
SMILES	KLK7 zymogen act	GAA850 FXN act	sPLA2-III inh	ARFGAP1 inh	ASAP1 inh	NPR2 activator	GC-A act	ADAM10 inh	rCAG RNA binder	DDE Tn6 FP inh
CCOCCCN(C(=O)c1snc(C(N)=O)c1N)C(C(=O)NC1CCCC1)c1ccc(F)cc1 (stereo not given)	2.9	-1.8	3	1	2	-6	-6	-111	-6	-3
CN1CCN([C@@H]2CS(=O)(=O)N[C@H]2COCc2ccccc2)CC1	0.5	x	8	16	-1	0	4	-15	0	-4
CCCCCCN1C[C@H](O)[C@@H](n2cc(C3CC3)nn2)C[C@@H]1c1ccc(OC)cc1	0.9	-2.4	-10	4	-5	-12	-11	4	5	10
O=C1CC[C@@H](C(=O)O)N1	0.2	0.6	4	7	-8	1	1	-10	0	-3
CNC[C@H]1Oc2c(NS(=O)(=O)c3ccc(OC)cc3)cccc2C(=O)N([C@H](C)CO)C[C@@H]1C	0.0	-3.2	8	-1	4	4	8	-19	1	-7
COc1cccc(NC(=O)C2CC(=O)N(Cc3ccco3)C2)c1 (stereo not given)	0.1	-0.3	2	2	7	0	1	-8	2	1
Cc1ccc(CN(c2ccc(C(=O)N3CCCC3)cc2)S(C)(=O)=O)cc1	0.5	-0.1	1	5	1	4	1	2	-6	0
CCn1cc(C(=O)NCCc2ccc(OC)c(OC)c2)c(=O)c2cc(S(=O)(=O)N3CCOCC3)ccc21	0.2	0.5	1	2	0	-6	1	4	2	-4
COc1cc(NC(=O)c2ccccc2)c(C)cc1NC(=O)CSc1nnc(-c2ccccc2F)n1-c1ccc(C)cc1	0.5	x	-18	x	x	-3	-5	26*	11	3
CN(C)c1ccc(C2N3CC4(C)CN2CC(C)(C3)C4O)cc1 (stereo not given)	-0.7	0.5	3	6	-9	0	2	1	1	-2
Cc1cccc(C)c1NC(=O)CNC(=O)Cc1ccccc1[N+](=O)[O-]	0.3	0.0	1	-3	-6	4	3	1	2	3
CCOC(=O)CSc1nc(C2CC2)cc(-c2ccc(Cl)cc2)c1C#N	0.1	1.7	6	-7	5	1	0	-9	11	1
Cc1cccc(-n2c(=O)c3ccccc3n3c(=S)[nH]nc23)c1C	0.8	-1.4	8	-4	-9	5	0	-2	0	0
Cc1cc(NC(=O)COC(=O)C2CCN(C(=O)c3ccc(Cl)cc3)CC2)no1	-0.6	0.5	-4	6	3	0	-4	0	-6	-5
Cc1ccccc1NC(=O)C(=O)NCCCN1CCOCC1	-0.3	-0.6	12	1	-2	1	2	-7	-5	-6
CCCc1c(C)[nH]c2ccc(NC(C)=O)cc2c1=O	0.5	-4.6	4	4	-7	4	5	-61	-2	-5
COc1ccc2nc(NC(=O)CSC3=NCCS3)sc2c1	0.7	4.7	-13	8	2	-6	3	4	8	-7
O=C(N/N=C/c1cc([N+](=O)[O-])ccc1O)C1CCCCC1	-0.6	1.1	4	7	-1	2	-1	-1	4	-3
COCCN(C(=O)c1ccco1)C(C(=O)NC1CCCC1)c1cccs1 (stereo not given)	0.2	1.0	2	-8	-6	-2	-4	-3	-1	9
Cc1cccc(N2C(=O)CC(N3CCN(c4cccc(C(F)(F)F)c4)CC3)C2=O)c1 (stereo not given)	0.1	-1.2	2	-4	9	3	2	-7	-2	-5
